# PLK1 PBD block – inhibitors of human PLK1 polo-box domain binding. P53350. Plk1 PBD binding of FITC phosphopeptide, fluorescence polarization. Potency, µM, inactives show max response, negative = inhibition, usual class: inhibitors. 360,000 tested, 2.8% active. AID 720504; note: potency is the fitted concentration of half-maximal effect; series mostly up to about 57 µM; % is set by controls: 0 for no effect and ±100 for the full control effect; nearly all actives have a fitted effect of over 65% in size
# EPAC1 antag – EPAC1 (human) antagonism; O95398; EPAC1 GEF assay, Rap1b-BODIPY-GDP exchange fluorescence; Potency, µM (doses to about 115 µM), without a hit: top-dose activity change, negative = inhibition, hits mostly inhibitors; 360,000 tested, 0.14% active; AID 720709;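 note: potency is the fitted concentration of half-maximal effect; plate controls were vehicle for no effect and positive control for full effect; nearly all actives have a fitted effect of over 50% in size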
# PI5P4K alpha inh – blocks human PI5P4K alpha kinase activity | P48426 | PI5P4Kalpha enzyme, ADP-Glo luminescence, 60 min; hits give low values | max response, % | 330,000 tested, 1.2% active; active = max response of -50% or lower; inconclusive = between -30% and -50%; inactive = -30% or higher; note: value at the top dose of about 77 µM; % is set by controls: 0 for no effect and ±100 for the full control effect
#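 Reactions run in 0.038 M HEPES pH 7.4, 0.28 mM EGTA, 0.1% CHAPS and 5% DMSO, with PI5P4Kalpha, substrate, compound and 5 microM ATP final, one hour at room temperature. Readout is ADP-Glo luminescence.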
# WRN inhibitor – blocks human WRN helicase | Q14191 | WRN helicase unwinding, fluorescent forked duplex, kinetic | Potency, µM (series often up to 114 µM), for inactives: at the top dose activity change, negative = inhibition, hits mostly inhibitors | 360,000 tested, 0.46% active; note: potency is the fitted concentration of half-maximal effect; % is set by controls: 0 for no effect and ±100 for the full control effect; nearly all actives have a fitted effect of over 55% in size
# Target sequence (Q14191 whole entry, looked up): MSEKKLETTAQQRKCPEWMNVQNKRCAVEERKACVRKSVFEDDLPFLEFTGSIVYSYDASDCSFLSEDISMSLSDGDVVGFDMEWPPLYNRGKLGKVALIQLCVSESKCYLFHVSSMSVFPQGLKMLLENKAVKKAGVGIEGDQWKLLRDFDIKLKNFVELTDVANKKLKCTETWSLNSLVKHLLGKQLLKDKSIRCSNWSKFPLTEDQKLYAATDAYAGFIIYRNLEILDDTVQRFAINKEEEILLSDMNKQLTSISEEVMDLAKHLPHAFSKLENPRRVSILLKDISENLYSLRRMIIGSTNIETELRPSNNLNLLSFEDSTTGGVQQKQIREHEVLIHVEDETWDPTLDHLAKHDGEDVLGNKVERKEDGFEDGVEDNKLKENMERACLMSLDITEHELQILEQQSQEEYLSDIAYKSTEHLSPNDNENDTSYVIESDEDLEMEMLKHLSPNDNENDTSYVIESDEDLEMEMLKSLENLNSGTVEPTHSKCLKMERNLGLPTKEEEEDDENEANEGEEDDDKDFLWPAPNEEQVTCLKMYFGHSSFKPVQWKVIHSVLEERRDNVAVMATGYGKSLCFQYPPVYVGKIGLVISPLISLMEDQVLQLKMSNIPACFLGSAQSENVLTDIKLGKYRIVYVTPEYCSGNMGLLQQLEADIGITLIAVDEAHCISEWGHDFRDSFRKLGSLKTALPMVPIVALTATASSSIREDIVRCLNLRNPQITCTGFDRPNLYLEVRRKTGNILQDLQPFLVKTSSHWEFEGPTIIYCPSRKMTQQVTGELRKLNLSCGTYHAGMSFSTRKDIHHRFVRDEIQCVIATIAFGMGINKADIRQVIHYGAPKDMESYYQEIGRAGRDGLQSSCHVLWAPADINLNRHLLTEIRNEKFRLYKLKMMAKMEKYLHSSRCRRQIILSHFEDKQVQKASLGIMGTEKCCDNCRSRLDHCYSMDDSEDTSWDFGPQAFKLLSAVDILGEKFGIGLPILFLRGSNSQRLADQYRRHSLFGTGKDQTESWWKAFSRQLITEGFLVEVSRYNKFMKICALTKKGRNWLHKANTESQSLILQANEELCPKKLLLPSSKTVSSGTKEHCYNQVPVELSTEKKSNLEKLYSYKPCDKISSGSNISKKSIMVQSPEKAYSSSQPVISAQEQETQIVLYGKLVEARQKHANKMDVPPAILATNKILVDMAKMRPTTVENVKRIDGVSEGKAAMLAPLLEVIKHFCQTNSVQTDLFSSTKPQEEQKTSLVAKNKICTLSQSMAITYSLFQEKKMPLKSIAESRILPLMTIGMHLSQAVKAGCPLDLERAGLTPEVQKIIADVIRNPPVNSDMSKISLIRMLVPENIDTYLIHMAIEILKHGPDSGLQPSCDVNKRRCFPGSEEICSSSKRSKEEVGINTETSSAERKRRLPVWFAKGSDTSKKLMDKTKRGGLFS
#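 Primary qHTS, 1536-well format. 20 nM WRN + compound, 15 min RT; start with 100 nM forked fluorophore/quencher duplex, 2 mM ATP (final); kinetic read ex 525/em 598 nm.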
# EPAC1 agonist – EPAC1 (human) agonism | 360,000 tested, 0.073% active | EPAC1 agonist qHTS, biochemical assay; response scale: 100% = response to 6.5 mM cAMP | Potency, µM (doses to about 154 µM), for the others: at the highest dose activation, usual class: activators | O95398; note: potency is the fitted concentration of half-maximal effect; nearly all actives have a fitted effect of over 60% in size
#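 Nucleotide exchange by EPAC1 (100 nM) on Rap1B–BODIPY-GDP (250 nM) in the presence of 50 uM GDP is tracked fluorescently at 480/540 nm over 30 min. Signals are normalized to a 6.5 mM cAMP control.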
# aSyn yeast inh – alpha-synuclein toxicity inhibition in yeast. Potency, µM (series often up to 46.1 µM), without a hit: top-dose growth rescue (activation), hits mostly activators. AID 652106. 370,000 tested, 0.14% active. Yeast expressing alpha-synuclein, growth rescue, BacTiter-Glo, 24 h; note: potency is the fitted concentration of half-maximal effect; % of control where 0% means no effect; nearly all actives have a fitted effect of over 65% in size
#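 Galactose-induced alpha-syn yeast (OD600=0.02, raffinose-pregrown) + pinned cpd, 24 hr, 30 deg C; growth by BacTiter-Glo luminescence. Growth restoration scores as activation.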
# IL-2 act – activators of IL-2 | IL-2 activation reporter assay, cell-based qHTS; stimulated with anti-CD3/CD4/CD28 beads; in transgenic mouse T cells | AID 652025 | activation, % (series mostly up to about 46 µM) | 360,000 tested, 0.065% active; in the data active = activation above about 50%; inconclusive = mostly about 30% to 49%; note: 0% is about no effect
#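 Unstimulated transgenic mouse T cells, 750 per well, received compound and, after 60 minutes, anti-CD3/anti-CD4 bead plus anti-CD28 stimulation. EGFP and DsRed were quantified after 18 hours.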
# Abeta rescue – restores growth of yeast expressing A-beta42 peptide | yeast expressing A-beta42, growth rescue, OD600, 48 h; response scale: 0% DMSO, 100% iron-clioquinol control | Potency, µM (highest dose often 46.1 µM), for the others: at the highest dose growth rescue, hits mostly activators | 410,000 tested, 0.063% active; note: potency is the fitted concentration of half-maximal effect; nearly all actives have a fitted effect of over 55% in size
#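 Growth rescue measured by 600 nm absorbance after 48 h yeast culture at 30 C with compound. Values normalized between DMSO and an equimolar ferric chloride plus clioquinol control.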
# FUS yeast rescue – FUS proteinopathy suppression in yeast. S. cerevisiae FUS-expressing, growth rescue, OD600, 24 h. Potency, µM (doses to about 76.6 µM), inactives show at the top dose growth rescue (activation), usual class: activators. 390,000 tested, 0.24% active. AID 1347120;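 note: potency is the fitted concentration of half-maximal effect; plate controls were DMSO vehicle for no effect and reference control for full effect; nearly all actives have a fitted effect of over 55% in size; some results filed as inactive show a strong effect at the top dose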
#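 Restored growth of FUS-toxic S. cerevisiae, read as 600 nm absorbance after 24 h at 30C in galactose medium (starting OD 0.005). Controls CP55940 and DMSO.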
# The depositor's hits bear a star; ? = inconclusive; nt = not tested or not shown; [ ] = dose if it differs, or a comment. Unless noted, calls come from the whole dose curve; as a rule, active = well fitted curve in the direction sought with a large enough effect; inconclusive = small, poorly fitted or top-dose-only effect, or another doubt; inactive = no such curve, though single readings can be large; an effect the other way counts as inactive or inconclusive. Hits appear at their usual frequency (roughly 4.1% active in at least one column).
mol,PLK1 PBD block,EPAC1 antag,PI5P4K alpha inh,WRN inhibitor,EPAC1 agonist,aSyn yeast inh,IL-2 act,Abeta rescue,FUS yeast rescue
O=C(CN1CCN(c2nc(-c3ccccc3)cs2)CC1)NCc1ccc2c(c1)OCO2,-10%,-22%,nt,-19%,22%,13%,1.1,-21%,?
COc1ccc(-c2csc(NC3OC(=O)c4c3ccc(OC)c4OC)n2)cc1OC (configuration not stated),?,6%,-6,-12%,-4%,1%,-1.1,13%,-1%
COC(=O)Cc1ccc(Oc2ncc(C(F)(F)F)cc2Cl)cc1,-7%,-2%,14,1%,1%,0%,-0.4,19%,3%
Clc1cccc(Cc2c(-c3cccc(Br)c3)nc3ccc(Cl)cn23)c1,-12%,-1%,1,-10%,7%,-15%,-0.4,-26%,19%
CCN(CC(=O)Nc1c(F)cccc1F)C(=O)C1CCCO1 (configuration not stated),4%,19%,-7,15%,7%,-4%,-1.4,-9%,6%
CCCC1NC(=O)c2cccnc2-n2c1nc1ccc(C)cc1c2=O (configuration not stated),-1%,32%[activator],-7,4%,-2%,1%,1.1,-8%,-14%
NC(=O)C1CCCN(C(=S)Nc2cccc3ccccc23)C1 (configuration not stated),2%,-6%,10,3%,-4%,-5%,-1.8,-16%,13%
CS(=O)(=O)N(Cc1ccccc1)c1ccc(C(=O)Nc2ccccc2C(=O)O)cc1,-6%,-6%,-7,1%,-8%,0%,0.2,-17%,-14%
Cn1nccc1C(=O)Nc1ccc(S(=O)(=O)N2CCCC2)cc1,-18%,-5%,1,-6%,-8%,0%,-4.6,0%,17%
CC1OC(Nc2ccc(N=Nc3ccccc3)cc2)C(O)C(O)C1O (configuration not stated),-5%,-23%,-6,-3%,-6%,0%,-0.5,-7%,8%
COc1cc(C(=O)NNC(=O)c2ccco2)cc(OC)c1OC,-4%,-22%,-12,-36%,1%,0%,-0.3,-6%,16%
Cc1cc(C)c(S(=O)(=O)n2c([N+](=O)[O-])cnc2C)cc1C,-9%,15%,8,3%,9%,4%,1.3,14%,-3%
O=Cc1ccc(N2Cc3ccccc3C2)cc1,-14%,-8%,-1,3%,1%,2%,-4.2,-6%,18%
O=C(CCNS(=O)(=O)c1ccc(Cl)cc1)N1CCCCCC1,1%,-3%,-6,-22%,1%,9%,1.5,-8%,nt
CCc1ccc(/C=N/n2c(C)cc(C)c(C#N)c2=O)cc1,-3%,3%,0,5%,-8%,-1%,0.2,4%,nt
CC(C)[C@@H](C(=O)N[C@@H](Cc1ccccc1)C(=O)O)N1C(=O)N2CCc3c([nH]c4ccccc34)[C@@]2(C)C1=O,-11%,-3%,2,2%,-5%,9%,1.2,9%,20%
CC(C)OCCCNC(=S)NNC(=O)C(c1ccccc1)c1ccccc1,-8%,-10%,3,-5%,-6%,-3%,-1.7,?,38%
COc1cccc(C(=O)CSc2nnc(COc3cccc4cccnc34)o2)c1,-5%,0%,nt,-2%,-5%,12%,-3.0,3%,2%
Cc1ccc(NS(=O)(=O)c2coc(C(N)=O)c2)cc1F,24µM*,-11%,-4,-3%,3%,?,-2.7,1%,-8%
CCOC(=O)C1=CCC(c2ccc(N(CC)CC)cc2)N(S(=O)(=O)c2ccc(C)cc2)C1c1ccc([N+](=O)[O-])cc1 (configuration not stated),-3%,-3%,-2,-4%,15%,3%,0.7,-3%,3%
CC(C)(C)c1ccc(O)c(N=Cc2cc3c(cc2[N+](=O)[O-])OCO3)c1,27µM*,-13%,-13,9%,1%,0%,-0.4,-15%,20%
O=C(CCN1C(=O)c2ccccc2S1(=O)=O)Nc1ccccc1F,-12%,?,-1,4%,-2%,-1%,-3.4,6%,0%
Cc1cc(C)c(S(=O)(=O)N(C)CC(=O)N2CCCCC2)c(C)c1,-8%,7%,-9,1%,16%,11%,-0.4,15%,-10%
COc1cccc(/C=N/Nc2ncnc3c2[nH]c2ccc(C)cc23)c1OC,-6%,-7%,-18,?,5%,-9%,-0.6,-18%,23%
C=CCNC(=O)c1ccc(C)c(Br)c1,-6%,-6%,-6,-26%,9%,0%,-3.9,0%[9.22 µM],-45%

# Retrieved by compound from above:
mol,PLK1 PBD block,EPAC1 antag,PI5P4K alpha inh,WRN inhibitor,EPAC1 agonist,aSyn yeast inh,IL-2 act,Abeta rescue,FUS yeast rescue
COC(=O)Cc1ccc(Oc2ncc(C(F)(F)F)cc2Cl)cc1,-7%,-2%,14,1%,1%,0%,-0.4,19%,3%
NC(=O)C1CCCN(C(=S)Nc2cccc3ccccc23)C1 (configuration not stated),2%,-6%,10,3%,-4%,-5%,-1.8,-16%,13%
COc1cccc(/C=N/Nc2ncnc3c2[nH]c2ccc(C)cc23)c1OC,-6%,-7%,-18,?,5%,-9%,-0.6,-18%,23%
CCN(CC(=O)Nc1c(F)cccc1F)C(=O)C1CCCO1 (configuration not stated),4%,19%,-7,15%,7%,-4%,-1.4,-9%,6%
Cc1cc(C)c(S(=O)(=O)n2c([N+](=O)[O-])cnc2C)cc1C,-9%,15%,8,3%,9%,4%,1.3,14%,-3%
Cc1cc(C)c(S(=O)(=O)N(C)CC(=O)N2CCCCC2)c(C)c1,-8%,7%,-9,1%,16%,11%,-0.4,15%,-10%
O=Cc1ccc(N2Cc3ccccc3C2)cc1,-14%,-8%,-1,3%,1%,2%,-4.2,-6%,18%

# Carrying on.
mol,PLK1 PBD block,EPAC1 antag,PI5P4K alpha inh,WRN inhibitor,EPAC1 agonist,aSyn yeast inh,IL-2 act,Abeta rescue,FUS yeast rescue
Oc1ccccc1C=NN1CCCCCC1,3%,-15%,-7,-19%,0%,-6%,1.2,0%,-13%
O=[N+]([O-])c1ccc(OC/C=C2\Oc3ccc([N+](=O)[O-])cc3C2N2CCOCC2)cc1 (configuration not stated),-9%,-2%,-1,-3%,8%,16%,0.1,1%,29%
CC1(C)CCCC(C)(C)N1CC(O)COCCOc1ccc(Br)cc1 (configuration not stated),-18%,1%,-1,7%,6%,-5%,0.2,14%,-18%
CCN(CC)CCn1c2c(c(SCC(=O)Nc3ccc(C(C)C)cc3)nc1=O)CCCC2,-3%,-23%,0,-3%,15%,0%,-4.9,-2%,-4%
O=C(O)/C=C/C(=O)Nc1ccc(O)cc1,-5%,-23%,-5,-5%[11.6 µM],18%,6%,-0.3,5%,0%
CCOC(=O)c1ccc(-c2ccc3c(=O)c4ccccc4n(C)c3c2)cc1F,-13%,-8%,-4,-4%,-7%,?,0.1,2%,-28%
Cc1ccccc1CSCC(=O)N1CCN(c2ccccc2)CC1,-5%,7%,14,-6%,3%,5%,0.0,-2%,nt
CN1C/C(=C/c2cccs2)C(=O)/C(=C\c2cccs2)C1,-6%,5%,-2,-5%,1%,1%,0.9,-9%,15%
Cc1ccc(NC(=O)CCNS(=O)(=O)c2ccc3c(c2)CCC(=O)N3)c(Br)c1,-6%,15%,-3,-9%,4%,-1%,-1.9,-6%,-2%
Cc1ccc(CN2CCc3[nH]c(=O)[nH]c(=O)c3C2)cc1,-28%,5%,-4,1%,-5%,5%,4.9,7%,-19%
CCCCn1c(SCC(=O)NC2CC(C)(C)NC(C)(C)C2)nc2cc(S(N)(=O)=O)ccc21,-4%,11%,18,2%,-3%,-4%,-3.6,-6%,17%
CCCc1cn(S(=O)(=O)c2ccc(OC)cc2OC)nc1N,2%,-7%,nt,-2%,12%,1%,0.3,-2%,8%
NS(=O)(=O)c1ccc(N/N=C/c2ccc(O)c(O)c2O)c([N+](=O)[O-])c1,3µM*,?,-75*,?,-5%,-2%,-3.3,-15%,30%
CCOc1nc(NC(=O)NC(=O)c2ccccc2)nc(-c2ccccc2)n1,8%,28%,0,-12%[57.1 µM],6%,1%,0.1,-1%,-9%
O=C1CCc2cc(S(=O)(=O)NC(Cc3ccccc3)C(=O)NCC3CCCO3)ccc2N1 (configuration not stated),-10%,-12%,-4,7%,-2%,-7%,-3.1,-9%,-10%
CCOCC(=O)Nc1cc(C(=O)Nc2ccccc2)ccc1Cl,1%,1%,nt,-6%,5%,-11%,-2.0,-18%,-6%
CCC(C)(C)NC(=O)CN(Cc1ccc(F)cc1)C(=O)CCC(=O)Nc1ccccn1,-20%,-26%,-6,-2%,-1%,-2%,1.3,4%,54%
Cc1ccc(-n2nc3c(N4CCC(C(=O)NCc5cccc(F)c5)CC4)nnc(C)c3c2C)cc1,0%,-20%,-3,46%[activator],-7%,1%,-0.8,-12%,15%
CCOc1ccccc1NC(=O)CCn1ccnc1,-10%,6%,8,-6%,-11%,-5%,0.2,-22%,8%
C[C@H]1CN([C@@H](C)CO)C(=O)CCCn2cc(nn2)CO[C@@H]1CN(C)S(=O)(=O)c1cccs1,-16%,2%,-2,3%,-1%,-2%,-1.0,2%,-18%
COc1ccc2sc(-c3ccccc3OC)c(C#Cc3cncn3C)c2c1,0%,0%,41,-13%,0%,-35%[inhibitor],0.1,-37%[inhibitor],?
COc1cc(C)c(S(=O)(=O)N2CCOCC2)cc1C,-6%,3%,nt,-2%,-3%,21%,-0.3,32%,-10%

# Assay outcomes: PubChem, National Center for Advancing Translational Sciences (NCATS)
